Smad3 FoxH1 inh: blocks human Smad3 binding to FoxH1 peptide. AID 630. inhibition, % at 25 µM. TR-FRET Smad3/Dy647-FoxH1 peptide binding, europium anti-His. P84022. actives 0.29% (n = 88,000);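 active = compounds that reduce the energy-transfer binding signal between the protein and its labelled peptide by more than half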;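 also: 0% = Smad3 plus labelled peptide maximal FRET and 100% = peptide-only background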
Target sequence (P84022 whole entry, looked up): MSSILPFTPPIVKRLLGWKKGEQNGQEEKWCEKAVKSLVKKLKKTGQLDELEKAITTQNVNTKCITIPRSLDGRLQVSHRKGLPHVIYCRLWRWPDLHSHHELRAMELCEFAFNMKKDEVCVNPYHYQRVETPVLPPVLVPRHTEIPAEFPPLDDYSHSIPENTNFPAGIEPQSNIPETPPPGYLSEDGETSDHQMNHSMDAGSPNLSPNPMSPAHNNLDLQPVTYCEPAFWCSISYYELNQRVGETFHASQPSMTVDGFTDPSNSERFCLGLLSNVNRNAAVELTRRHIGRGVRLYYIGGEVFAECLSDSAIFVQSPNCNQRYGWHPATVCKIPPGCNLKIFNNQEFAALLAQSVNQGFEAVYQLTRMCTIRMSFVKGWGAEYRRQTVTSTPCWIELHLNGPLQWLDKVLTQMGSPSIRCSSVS
ERa coact pot: enhances coactivator binding to human estrogen receptor alpha; P03372; TR-FRET ERalpha-LBD/SRC-Cy5 coactivator binding, 2 h; 100 = basal binding, no effect; coactivator binding (% of control), % at 25.6 µM; actives 1.3% (n = 86,000); in the data active = activity above about 200%;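 also: binding measured in presence of low estradiol as agonist stimulus; 0% = peptide alone without receptor and 100% = receptor with peptide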
ERa coact inh: blocks coactivator binding to human estrogen receptor alpha; actives 1.7% (n = 86,000); P03372; AID 629; TR-FRET ER-alpha LBD / SRC-1 peptide, estradiol-bound; inhibition, % at 25.6 µM; in the data active = inhibition above about 50%;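 also: 0% = receptor plus peptide control and 100% = peptide only without receptor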
ERb coact inh: blocks coactivator binding to human estrogen receptor beta; Q92731; inhibition, % at 25.6 µM; TR-FRET ER-beta LBD / SRC1-Cy5 peptide binding; receptor agonist-loaded with 1 µM estradiol; actives 1.3% (n = 86,000);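 active = compounds whose percent inhibition of the receptor-coactivator binding signal exceeds about 50% in the single-dose screen, limit read from the data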;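 also: 0% = receptor plus peptide wells without compound and 100% = peptide-only wells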
Target sequence (Q92731 whole entry, looked up, the tested form may be a part): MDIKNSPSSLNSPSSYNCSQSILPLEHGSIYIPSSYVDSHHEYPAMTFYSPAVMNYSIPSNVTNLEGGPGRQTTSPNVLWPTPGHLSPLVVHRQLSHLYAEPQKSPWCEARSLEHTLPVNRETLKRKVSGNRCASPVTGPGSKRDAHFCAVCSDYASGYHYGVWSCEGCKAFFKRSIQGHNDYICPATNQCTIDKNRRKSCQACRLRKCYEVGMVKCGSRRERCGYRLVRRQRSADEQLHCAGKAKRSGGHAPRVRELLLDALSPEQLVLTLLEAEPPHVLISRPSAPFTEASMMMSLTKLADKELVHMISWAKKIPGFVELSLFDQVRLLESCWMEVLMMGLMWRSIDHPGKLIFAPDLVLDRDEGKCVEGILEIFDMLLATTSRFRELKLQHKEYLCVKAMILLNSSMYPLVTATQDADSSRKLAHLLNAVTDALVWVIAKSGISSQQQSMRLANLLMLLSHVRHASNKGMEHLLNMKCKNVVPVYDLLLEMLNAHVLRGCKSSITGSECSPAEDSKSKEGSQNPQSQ
Lung fibro prol: blocks proliferation of human lung fibroblasts; LL 47 human lung fibroblast viability, ATP luminescence; active compounds read low; viability, % at 10 µM; actives 1.1% (n = 85,000); AID 719;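 active = viability at or below 50% in the single dose screen; inactive = viability above 50%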;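 also: compound exposure lasted 72 h before the ATP readout; 100% = median luminescence of untreated cell-only wells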
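Assay system: human lung fibroblast line LL 47, low passage. Input: 1,150 fibroblasts seeded per well. Times: overnight cell rest, 72 h compound treatment at 37 °C. Evaluation: % viability of median cell-only signal. Technique: luminescent ATP detection, CellTiter-Glo. Control set: cell-only wells, no compound.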
HUVEC inhibit: blocks proliferation of human endothelial cells | HUVEC proliferation, CellTiter-Glo luminescence, 72 h; active compounds read low | viability, % at 10 µM (by protocol) | actives 1.1% (n = 86,000) | AID 648;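 active = viability at or below 30%; inactive = viability above 30%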;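 also: 100% = median luminescence of DMSO-only cell control wells on each plate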
CD11b adhes enh: CD11b/CD18-fibrinogen binding enhancement | actives 0.07% (n = 93,000) | activation, % at 10 µM | K562 CD11b/CD18 adhesion to fibrinogen, ATPlite luminescence;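 active = 10 µM primary screen giving 50% or more activity, confirmed by 40% or more on retest at that dose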; also: strong numbers were not always called active
MT1-MMP txn act: activates MT1-MMP transcription. HT1080 MT1-MMP promoter luciferase reporter, luminescence, overnight; active compounds read high. activation factor at 10 µM. actives 0.16% (n = 86,000). AID 750;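 active = activation factor of at least 2 for MT1-MMP transcription at 10 µM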
H69AR inhibit: growth inhibitors of human H69AR lung tumor cells; H69AR lung tumor viability, ATP luminescence, 72 h; active compounds read low; viability, % at 10 µM; actives 6% (n = 85,000); AID 598;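 active = viability at or below 40%; inactive = viability above 40%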;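 also: multidrug resistant small cell line overexpressing MRP-1 efflux transporter; 100% = mean luminescence of untreated control wells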
* hit, by the source's call; nt = no result given; [ ] = dose if it differs, or a comment. Only part of the results is shown; the hit share may differ from the screen's.

The line under a structure holds: ERa coact pot, ERa coact inh, MT1-MMP txn act, H69AR inhibit, ERb coact inh, HUVEC inhibit, Smad3 FoxH1 inh, CD11b adhes enh, Lung fibro prol
CCCCNC(=O)Cn1c2c(c(-c3ccccc3Cl)cc1=O)CCC2
    89[fluorescence artefact?], 11, nt, 95, 20, 110, 3, 2, 98
CCOC(=O)c1cccc(NC(=O)Cn2c(CC(=O)N3CCCC3)nc3ccccc32)c1
    92, 0, 1.2, 102, -6, 94, 5, 2, 95
CC(C)CNC(=O)c1cc2nc(C3CC3)cc(C(F)(F)F)n2n1
    91, 3, 1.3, 84, 14[fluorescence artefact?], 99, -3, nt, 100
CCOC(=O)CC(=O)CSc1ccc2nnc(-c3cccc(F)c3)n2n1
    103, 4, 1.2, 67, -1, 90, -7, 0, 102
CC1(c2ccc(Cl)cc2)NC(=O)N(CC(=O)N2CCCC2)C1=O (centres undefined)
    129, -6, 1, 92, 7, 103, -6, 0, 104
CC1CCCCN1C(=O)c1ccc(S(=O)(=O)N2CCCCC2C)cc1 (centres undefined)
    119, -8, 1.1, 53, 3, 95, 9[fluorescence artefact?], 3, 91
Cn1c(=O)[nH]c(=O)c2c1nc(SCCN1CCCCC1)n2CCCc1ccccc1
    94, 2, 1, 84, -4, 80, 2, 1, 100
O=C1CC(Cc2ccc(Cl)cc2)C(=O)N1c1ccccn1 (centres undefined)
    110, -4, 1.1, 92, -6, 93, 0, 3, 96
CCCC1OC23CCCCC2C(C#N)(C(=N)O3)C1(C#N)C#N (centres undefined)
    104, -12, 1.2, 22*, -8, 83, 10, 5, 74
C=CCn1c(SCC#N)nc2c(c1=O)C(C)(C)Cc1ccccc1-2
    66[fluorescence artefact?], 1, 1.1, 69, -1, 98, -21[fluorescence artefact?], nt, 107
CC1CN(C(=O)c2ccc(COCC(F)(F)F)o2)CC(C)O1 (centres undefined)
    133, -9, 1.1, 102, -7, 97, 0, 2, 98
CCCN(CCC)CCCNC(=O)c1cc2c(=O)n(C)c3ccccc3c2n1C
    98, -2, 1.1, 77, -3, 96, -1, 0, 82
CC1(C)Cc2c(c(-c3ccco3)[nH]c(=O)c2C#N)CO1
    124, -9, 0.9, 98, -6, 105, 5, nt, 94
O=C(NCC1CCCO1)c1ccc2c(=O)n(CC3CCCO3)c(=S)[nH]c2c1 (centres undefined)
    101, -2, 1, 81, -4, 92, 21, -5, 98
OCC1OC(n2nnc3ccccc32)C(O)C(O)C1O (centres undefined)
    102[fluorescence artefact?], -3, 1.1, 102, 0, 101, 4, 1, 98
CCCCn1c(CN(C)Cc2ccccc2)nc2c1c(=O)n(C)c(=O)n2C
    110[fluorescence artefact?], -4, 1, 92, 7, 93, 2, -3, 81
CC1(O)N(Cc2ccccc2)C(=O)OC12CCCCC2 (centres undefined)
    129, 1, 1.3, 97, -9, 100, 9, 0, 108
Cc1ccc2cc(CCNC(=O)C(C)C)c(=O)[nH]c2c1C
    114, 2, 1.4, 95, 3, 101, 7, -1, 107
COCCCN1C(=O)c2ccc(C(=O)NCc3ccco3)cc2C1=O
    121, -17, 1, 102, -2, 96, 1, -1, 99
O=C(OCCN1CCCC1)C1(c2ccccc2)CCCC1
    92, 8, 1.1, 90, 1[fluorescence artefact?], 92, 4, 5, 101

3 records drawn at random from the list so far, as already listed:
The line under a structure holds: ERa coact pot, ERa coact inh, MT1-MMP txn act, H69AR inhibit, ERb coact inh, HUVEC inhibit, Smad3 FoxH1 inh, CD11b adhes enh, Lung fibro prol
OCC1OC(n2nnc3ccccc32)C(O)C(O)C1O (centres undefined)
    102[fluorescence artefact?], -3, 1.1, 102, 0, 101, 4, 1, 98
CC1(C)Cc2c(c(-c3ccco3)[nH]c(=O)c2C#N)CO1
    124, -9, 0.9, 98, -6, 105, 5, nt, 94
O=C(NCC1CCCO1)c1ccc2c(=O)n(CC3CCCO3)c(=S)[nH]c2c1 (centres undefined)
    101, -2, 1, 81, -4, 92, 21, -5, 98

The results go on:
The line under a structure holds: ERa coact pot, ERa coact inh, MT1-MMP txn act, H69AR inhibit, ERb coact inh, HUVEC inhibit, Smad3 FoxH1 inh, CD11b adhes enh, Lung fibro prol
Cc1ccc(N2CCCCn3c2nc2c3c(=O)n(CC(=O)O)c(=O)n2C)cc1
    84, -8, 1.2, 95, -10, 91, -2, -5, 108
Cc1nc(=O)c(-c2ccccc2)c(C)n1-c1ccc(O)cc1
    91, 9, 1.1, 128, 17[fluorescence artefact?], 103, 1, -4, 110
CCOC(=O)c1c(C)c(C(=O)N2CCN(C(=O)c3ccco3)CC2)c(C)n1C
    124, 5[fluorescence artefact?], 0.9, 94, 3[fluorescence artefact?], 100, -2, nt, 104
Fc1ccc(CN2CCCCCCC2)cc1
    96, 1, 1.2, 91, -1, 99, 4, 0, 97
CCCSc1nnc(Cc2cc(=O)[nH]c(=O)[nH]2)n1-c1cc(C)ccc1C
    115, -6, 1, 95, -9[fluorescence artefact?], 95, 10, -3, 112
CCOc1ccc(CCNc2cc(C)nc3ncnn23)cc1OCC
    85, -8, 1.1, 55, -10, 107, 1, nt, 103
Cc1cccc2cc(C(c3nnnn3CC3CCCO3)N3CCOCC3)c(=O)[nH]c12 (centres undefined)
    101, 27[fluorescence artefact?], 1.1, 84, 5[fluorescence artefact?], 90, 10, -3, 96
COc1ccccc1-n1cnc2cc(NS(=O)(=O)c3ccccc3)ccc21
    78[fluorescence artefact?], 4, 1.4, 76, -3, 103, 9, 1, 102
Oc1oc(-c2ccco2)nc1C=Nc1cccc(Cl)c1
    87[fluorescence artefact?], -12, 1.1, 78, -8, 80, -14, -1, 97
Cc1sc(NC(=S)NC(=O)c2ccccc2)c(C#N)c1C
    116, 24, 1.3, 64, 8, 91, -9, nt, 109
CCOC(=O)CSc1nncc2ccc(OC)c(OC)c12
    111, -2, 1.1, 90, 1, 100, 3, 3, 106
CCCCOC(=O)Nc1nccs1
    99, 2, 1.4, 104, -6, 91, 5, nt, 98
CCCCn1c(SCC(=O)N2CCC(C)CC2)nc2cc(S(N)(=O)=O)ccc21
    79, 5, 1.3, 80, -3, 87, -9, -5, 97
Cc1cc(C)nc(-n2nc(C)c(Br)c2Nc2ccc(Br)cc2)n1
    79, -6, 1.3, 81, 10, 90, 5, -3, 78
Cc1ccc(O)c(CNn2cnnc2)c1
    102, -27, 1.3, 99, -23, 92, 3, nt, 92
CCOC(=O)Cc1c(C)nc2c(C#N)c[nH]n2c1=O
    104[fluorescence artefact?], 3, 1.2, 98, 9, 98, 13, nt, 96
CCCSc1nnc(-c2cnn(-c3ccccc3)c2-n2cccc2)n1C
    71, 4, nt, 89, -3, 100, 10, -1, 104
O=c1cc(CN2CCN(C/C=C/c3ccccc3)CC2)c2cc(O)ccc2o1
    116[fluorescence artefact?], -10, 1.1, 39*, 2, 75, 10, -2, 98
CCOC(=O)CSc1nc2ccccc2c(=O)n1CCCCCC(=O)NCc1ccco1
    79, 0, 1.2, 94, 4[fluorescence artefact?], 96, -6, -2, 104
O=C(Nc1ccc(Oc2cccc3ccccc23)cc1)c1ccco1
    63, -11, 1.1, 95, -3, 91, 8, -4, 100

Compound profiles, from the list above. Order of screens: ERa coact pot, ERa coact inh, MT1-MMP txn act, H69AR inhibit, ERb coact inh, HUVEC inhibit, Smad3 FoxH1 inh, CD11b adhes enh, Lung fibro prol
`CCCCn1c(SCC(=O)N2CCC(C)CC2)nc2cc(S(N)(=O)=O)ccc21` is entered as 79, 5, 1.3, 80, -3, 87, -9, -5, 97
`O=c1cc(CN2CCN(C/C=C/c3ccccc3)CC2)c2cc(O)ccc2o1` is entered as 116[fluorescence artefact?], -10, 1.1, 39*, 2, 75, 10, -2, 98
`Cc1cc(C)nc(-n2nc(C)c(Br)c2Nc2ccc(Br)cc2)n1` is entered as 79, -6, 1.3, 81, 10, 90, 5, -3, 78
`CCOC(=O)Cc1c(C)nc2c(C#N)c[nH]n2c1=O` is entered as 104[fluorescence artefact?], 3, 1.2, 98, 9, 98, 13, nt, 96
`CCCCOC(=O)Nc1nccs1` is entered as 99, 2, 1.4, 104, -6, 91, 5, nt, 98

(further entries)
The line under a structure holds: ERa coact pot, ERa coact inh, MT1-MMP txn act, H69AR inhibit, ERb coact inh, HUVEC inhibit, Smad3 FoxH1 inh, CD11b adhes enh, Lung fibro prol
CCn1nccc1C(=O)Nc1nccs1
    135, 3, 1, 83, 2, 104, 12[fluorescence artefact?], 2, 96
COc1ccc(Cn2c(SCC(=O)NCc3ccco3)nc3ccsc3c2=O)cc1
    109, 11, 1.3, 106, 6, 84, 4, -2, 87
COC(=O)c1ccc(Cn2nc(C)c(Cl)c2C)o1
    107[fluorescence artefact?], 9, 1, 96, 18[fluorescence artefact?], 101, -1, nt, 100
O=C(COc1ccc(S(=O)(=O)NC2CCCCC2)cc1)NCCC1=CCCCC1
    111, 12, 1.1, 66, 5, 61, 12, nt, 97
CCC(Oc1ccccc1)C(=O)N1CC(C)CC(C)C1 (centres undefined)
    112, 6, 1.1, 85, 3, 107, -6[fluorescence artefact?], 2, 99
O=C(O)c1nc(N2CCCCC2)ncc1Cl
    100, -5, 1.2, 106, -6, 94, -14, 2, 96
C#CCOC(=O)c1ccc(-n2cncn2)nc1
    101[fluorescence artefact?], 7[fluorescence artefact?], 1.2, 100, 2[fluorescence artefact?], 95, -3, -1, 111
Cc1cccc(N(CC(=O)N2CCCC2)S(=O)(=O)c2ccccc2)c1
    119, 4, 1, 102, 7[fluorescence artefact?], 94, 27, -7, 102
CSc1ccc(C2Nc3ccccc3-c3cc(C)nn32)cc1 (centres undefined)
    114[fluorescence artefact?], -10[fluorescence artefact?], 1, 97, 9[fluorescence artefact?], 93, -6, 0, 92
C=CCn1c(NCc2cc(C)ccc2O)nc2ccccc21
    105, -5, 1.1, 68, -4[fluorescence artefact?], 105, -9, 3, 92
Cc1nc2ncnn2c(C)c1CCC(=O)Oc1ccccc1
    100, -1, 1.1, 90, -10, 114, -1, 2, 93
CCOc1cc(C)c(S(=O)(=O)Nc2ccc(F)cc2)cc1C
    86, 4, 1, 58, 0, 92, -14, -1, 87
CCC(C)NC(=O)C1c2ccccc2C(=O)N1Cc1cc(OC)ccc1OC (centres undefined)
    157, 6[fluorescence artefact?], 1.3, 97, -6[fluorescence artefact?], 90, -1, 1, 95
CCOC(=O)Cc1c(C)nc2cc(-c3ccc(Cl)cc3)[nH]n2c1=O
    97, -13, 1, 104, -22[fluorescence artefact?], 78, 6, 1, 96
O=C(c1ccc(-c2ccccc2)cc1)N1CCN(Cc2ccccn2)CC1
    99, 6, 1.2, 88, -2, 102, -1, -4, 101
Cc1ccccc1OCC(O)Cn1c(NCCN(C)C)nc2c1c(=O)n(C)c(=O)n2C (centres undefined)
    126, -13, 1.1, 84, -14, 90, 0, -2, 95
O=C(NCCc1ccccc1)C1CCN(S(=O)(=O)c2cccc3nsnc23)CC1
    103, 0, 1.3, 96, -6, 96, 1, 6, 105
